PfM18AAP inh: blocks P. falciparum M18 aspartyl aminopeptidase; recombinant PfM18AAP, H-Glu-NHMec fluorogenic cleavage; inhibition, % at 7.35 µM; AID 1822; 290,000 tested, 1.2% active;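 active = inhibition above the campaign mean inhibition over all tested compounds plus 3 SD, cut at about 28% in these data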;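 note: 0% = plate median of test compound wells and 100% = 2 mM ZnCl2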
IDE cell activ: IDE (human) activation, cell-based; HEK cells, FAbeta-B cleavage, fluorescence polarization; 0% vehicle, 100% cell-free pure enzyme wells; 340,000 tested, 0.073% active; P14735; activation, % at 5.96 µM;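 active = activation above the mean of all tested compounds plus 3 SD, set per screening campaign, cut at about 17% in these data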
Target sequence (P14735 whole entry, looked up): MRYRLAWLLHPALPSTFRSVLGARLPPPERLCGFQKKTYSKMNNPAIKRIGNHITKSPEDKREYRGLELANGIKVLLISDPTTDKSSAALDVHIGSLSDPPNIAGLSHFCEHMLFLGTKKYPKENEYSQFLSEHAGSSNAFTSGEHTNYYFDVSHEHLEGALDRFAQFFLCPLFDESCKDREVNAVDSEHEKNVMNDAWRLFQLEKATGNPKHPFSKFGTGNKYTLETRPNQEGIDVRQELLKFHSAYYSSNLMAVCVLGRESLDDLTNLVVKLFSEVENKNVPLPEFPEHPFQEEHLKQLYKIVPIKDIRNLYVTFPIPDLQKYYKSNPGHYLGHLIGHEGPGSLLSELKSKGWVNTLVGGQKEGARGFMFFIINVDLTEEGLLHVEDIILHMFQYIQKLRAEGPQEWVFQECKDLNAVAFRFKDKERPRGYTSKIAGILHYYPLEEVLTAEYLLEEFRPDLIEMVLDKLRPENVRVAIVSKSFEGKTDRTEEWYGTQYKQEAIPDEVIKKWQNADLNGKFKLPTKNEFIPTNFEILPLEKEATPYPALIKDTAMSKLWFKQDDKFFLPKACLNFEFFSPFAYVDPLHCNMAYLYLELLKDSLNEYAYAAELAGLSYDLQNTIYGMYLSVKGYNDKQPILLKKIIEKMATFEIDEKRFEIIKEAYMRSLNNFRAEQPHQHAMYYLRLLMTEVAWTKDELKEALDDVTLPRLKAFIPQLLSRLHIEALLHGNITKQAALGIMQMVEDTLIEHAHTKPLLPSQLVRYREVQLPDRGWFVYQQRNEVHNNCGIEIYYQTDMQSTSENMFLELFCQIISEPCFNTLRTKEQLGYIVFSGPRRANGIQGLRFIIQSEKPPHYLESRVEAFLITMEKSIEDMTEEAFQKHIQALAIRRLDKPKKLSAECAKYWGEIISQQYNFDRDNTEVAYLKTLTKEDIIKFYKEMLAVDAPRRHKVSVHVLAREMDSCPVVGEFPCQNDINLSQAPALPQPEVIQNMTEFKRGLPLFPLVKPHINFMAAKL
IDE inh: inhibits human insulin-degrading enzyme in HEK cells. 320,000 tested, 0.41% active. inhibition, % at 5.59 µM. FAbetaB cleavage, fluorescence polarization;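 active = percent inhibition above the average of all tested compounds plus 3 SD, set per screening campaign, cut at about 16% in these data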;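 note: IDE supplied by intact live HEK cells; FP after avidin binding of uncleaved biotin substrate so inhibition keeps polarization high; 0% = DMSO wells and 100% = 60 µM reference IDE inhibitor Ii1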
IMP-1 inhibitor: blocks Pseudomonas aeruginosa IMP-1 metallo-beta-lactamase. purified IMP-1, nitrocefin hydrolysis, epi-absorbance fluorescence. inhibition, % at 5.6 µM. 290,000 tested, 0.45% active. AID 1556;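 active = inhibition above the mean plus 3 SD of all compounds in the same screening run, cut at about 4.5% in these data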;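 note: 0% = IMP-1 with DMSO and 100% = DMSO wells lacking enzyme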
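assay system = purified recombinant IMP-1 metallo-beta-lactamase enzyme | schedule = 15 min preincubation plus 25 min reaction at 25 °C | signal = Epi-absorbance fluorescence, 480 nm excitation, 530 nm emission | read-out basis = percent inhibition from optical density relative to buffer-blank wells | controls = IMP-1 with DMSO as 0%, enzyme-free DMSO as 100%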
pCIP destab: compounds decreasing mouse p/CIP protein stability. F442A p/CIP-EGFP cells, EGFP fluorescence, 16 h. decrease of EGFP signal, % at 10 µM. 290,000 tested, 0.01% active. AID 1984;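 active = EGFP signal decrease of at least 30% at 10 µM or well 3 SD below plate mean, unless failing retest; inactive = the rest, including hits failing retest or dose response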; note: some compounds called inactive have numbers as strong as hits; many of its hits are not listed in these tables
VIM-2 inhibitor: blocks Pseudomonas aeruginosa VIM-2 metallo-beta-lactamase; inhibition, % at 5.6 µM; purified VIM-2, nitrocefin hydrolysis, epi-absorbance fluorescence; 290,000 tested, 0.89% active;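 active = inhibition above the mean of all tested compounds plus 3 SD, cutoff set per screening run, cut at about 7.5% in these data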;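 note: red hydrolysis product quenches plate fluorescence so inhibitors raise well fluorescence; 0% = enzyme with DMSO and 100% = DMSO without enzyme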
GPR7 antagonist: human neuropeptides B/W receptor 1 antagonism. P48145. GPR7-expressing cells, fluorescence antagonist assay. inhibition, % at 4.4 µM. 290,000 tested, 1.1% active. AID 1861; in the data active = inhibition above about 16%, passing the limit was not always enough;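 note: cells stimulated with the agonist NPW; 0% = agonist with vehicle and 100% = vehicle without agonist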
NALP1 yeast inh: blocks the NALP1 inflammasome reconstituted in yeast; S. cerevisiae NALP1/ASC/caspase-1 growth, X-gal OD620, 72 h; inhibition, % at 10 µM; 280,000 tested, 0.61% active; in the data active = inhibition mostly above about 24%, no sharp cut-off; inactive = mostly below about 32%; note: some compounds called inactive have numbers as strong as hits
PHOSPHO1 block: PHOSPHO1 (human) inhibition. 290,000 tested, 1.1% active. recombinant PHOSPHO1, absorbance phosphatase assay. Q8TCT1. inhibition, % at 13.3 µM; in the data active = inhibition above about 60%
The depositor's hits bear a star; x = not tested or not shown.

PfM18AAP inh	IDE cell activ	IDE inh	IMP-1 inhibitor	pCIP destab	VIM-2 inhibitor	GPR7 antagonist	NALP1 yeast inh	PHOSPHO1 block	SMILES
-20	4	9	-3.1	2	-2.9	-9	17	17	COc1ccc(C(O)C(CN2CCOCC2)c2ccccc2)cc1F (stereo not drawn)
-2	-1	-2	-2.3	0	-4.9	-18	32	-5	CC(C)CN(CC(C)C)S(=O)(=O)N1CCC(C(=O)NCc2ccc3c(c2)OCO3)CC1
1	7	4	-3.0	-4	-3.2	-25	5	50	O=C(Nc1ccc(Cl)cn1)c1ccc(Oc2ccccc2)cc1
-4	2	-5	-5.1	-8	-3.2	2	31	-2	O=C(Nc1cccc(S(=O)(=O)NC2=NCCCCC2)c1)c1cc(-c2ccc(Cl)cc2)nc2ccccc12
-4	-6	3	-0.3	0	0.1	-12	-68	7	Cc1ccc(NC(=O)c2cc(S(=O)(=O)N3CCCC3)cn2C)cc1C
20	-6	1	-3.2	-10	-3.0	-13	26	43	CCC(c1nnnn1Cc1ccco1)N(CCN1CCOCC1)Cc1cc2cc(C)ccc2[nH]c1=O (stereo not drawn)
1	4	-1	-1.8	-28	0.5	-13	3	-24	O=C(O)Cc1sc(-c2ccccc2Cl)nc1-c1ccccc1
3	4	4	-2.1	3	-1.4	-4	21	3	O=C(N/N=C/c1ccsc1)c1cc(-c2cccs2)nc2ccccc12
2	8	x	1.4	-10	-0.1	-3	18	31	Cc1[nH]c2ccccc2c1/C=N\NC(=O)c1ccco1
-3	1	11	-0.9	9	-1.8	5	-1	20	O=C(O)C1CCN(C(=O)COc2ccc(Br)cc2)CC1
1	1	7	-1.8	-7	-4.9	-6	20	29	COc1ccc(OC)c(NC(=O)C2CCN(c3ncccn3)CC2)c1
6	1	1	-2.6	-9	-3.1	-10	41	-16	Cc1nn(-c2ccc(F)cc2)c(Cl)c1/C=N/NC(=O)c1cccc(S(=O)(=O)N2CCCC2)c1
2	-1	-2	-3.4	2	0.2	3	0	57	O=C(Nc1ccccc1F)c1ccc([N+](=O)[O-])s1
3	4	-1	0.5	-19	0.6	-5	46	-2	CCOc1ccc(NC2=C(OC)C(=O)c3ccccc3C2=O)cc1
-4	x	3	-2.0	10	-2.7	-6	-34	12	O=P(c1ccccc1)(c1ccccc1)C(c1ccccn1)P(=O)(c1ccccc1)c1ccccc1
1	4	3	-2.5	-14	-1.9	3	18	4	Cc1cccc(NCc2ccc(N(C)C)cc2)n1
-6	2	3	-1.7	2	-0.2	4	5	24	Cn1cccc1C(=O)OCC(=O)NC1CCS(=O)(=O)C1 (stereo not drawn)
2	6	6	0.6	9	-2.2	-14	-9	52	Cc1cc(-c2ccccc2C(=O)NC2CCCCC2)on1
8	-1	-3	-4.7	-13	-1.2	2	-10	12	COC(=O)c1ccccc1N=Nc1c(N)[nH][nH]c1=O
12	2	-2	-2.7	-4	-1.9	5	-6	-3	CC1CCN(S(=O)(=O)c2ccc(C(=O)OCc3ccc4c(c3)OCO4)cc2)CC1
-5	0	-8	-2.7	1	-0.6	-6	28	-1	CCC(=O)Nc1cccc(NC(=O)c2ccc(Br)cc2)c1
-3	2	2	-2.9	5	-1.1	-18	-14	7	CCC(CC)C(=O)c1c[nH]c(C(=O)NCc2ccccc2OC)c1
x	-3	x	x	-11	x	x	-10	-21	CCN1CCN(c2ncnc3c2sc2nc(N4CCOCC4)c4c(c23)CCC4)CC1
-2	-3	1	0.3	-16	-1.3	-4	43	-6	COc1ccc(CSCC(=O)Nc2ccc(S(=O)(=O)N3CCCCCC3)cc2)cc1
-43	-2	-1	-2.1	-10	-0.7	8	8	42	CC(C)c1c(O)nc(SCC(=O)N2CCCCC2)[nH]c1=O
2	-3	1	-4.6	-3	-3.4	7	13	27	COc1ccc(CNC(=O)c2ccc3c(=O)n(-c4ccccc4)c(=O)[nH]c3c2)cc1
-14	4	-1	-3.0	4	-0.4	-6	-6	48	O=C(NCCC1=CCCCC1)C1CCCN(S(=O)(=O)c2ccc(F)cc2)C1 (stereo not drawn)
-17	3	-3	-0.2	-9	-0.9	-10	17	-7	O=C(NCc1ccc(F)cc1)C(=O)Nc1nc(C23CC4CC(CC(C4)C2)C3)cs1
2	x	-3	-0.6	1	-0.8	-19	-13	-10	O=c1[nH][nH]c2ccccc2c1=O
5	12	4	-1.6	8	-0.7	-11	12	-16	C(=N\N(Cc1ccccc1)c1ccccc1)/c1cccnc1
2	1	x	-2.2	-3	-2.5	-7	13	31	CCOc1ccc(N(CC(=O)NCc2ccco2)C(=O)CCC(=O)Nc2ccccn2)cc1
8	-1	-2	-4.5	3	-0.1	9	10	31	O=C(N/N=C/c1ccc2c(c1)OCO2)c1cccc2ccccc12
1	1	0	-1.1	6	-2.6	-11	-6	-2	Cc1ccc(NC(=O)CSc2ccc3nnc(-c4ccccn4)n3n2)cc1
-6	1	-5	-1.9	-3	1.7	12	0	29	Cc1nc2ccccc2n1C1CCN(CC(=O)Nc2ccccc2Br)CC1
8	4	-4	-2.5	-6	-0.9	5	-1	-20	COc1ccc(C(=O)Nc2ncc3c(n2)-c2ccccc2CC3)cc1
-10	0	10	-0.8	2	0.3	-8	19	12	CCOC(=O)C(=O)N1CCC(C(=O)OCC)CC1
0	-1	4	-0.3	0	0.6	-10	15	24	CCS(=O)(=O)N1CCC(C(=O)Oc2ccc(C(=O)OC)cc2)CC1
1	-1	3	-5.4	-6	-2.1	-12	7	-7	Cc1ccc(/C=N/n2c(C)cc(C)c(C#N)c2=O)cc1
3	8	1	-4.4	3	-4.9	3	4	-13	CC(C)NC(=O)c1ccc(CS(=O)(=O)c2ccc(Br)cc2)o1
7	-4	-1	-2.9	-5	0.4	-11	18	35	O=C1CC(c2cccc(Cl)c2)c2cc3c(cc2N1)CCC3 (stereo not drawn)
4	-7	-2	0.1	3	1.8	26	12	36	Cc1ccc(C)c(NC(=O)CCN2CCCC(C)C2)c1 (stereo not drawn)
0	-3	-3	-2.0	-14	-0.8	-5	11	38	Cc1nc2cc(OCc3cc(C(=O)NC(C)c4cn(C)nc4C)no3)ccc2s1 (stereo not drawn)
5	9	2	-2.6	12	-1.1	5	19	-9	COCCC(=O)N1CCC(Oc2ccc(C(=O)N(C)CCCC3CCCC3)cc2)CC1
-2	-10	-1	-3.9	-15	-2.6	-13	9	16	CC1(C)CC(=O)C/C(=N/NC(=O)COc2ccc(Cl)cc2Cl)C1
-12	4	x	-3.3	5	0.7	-6	-11	-11	O=C1CSC(c2cccc([N+](=O)[O-])c2)N1Cc1ccccc1 (stereo not drawn)
1	2	2	-2.7	2	-2.4	2	26	-6	CC(C)Oc1ccc(-c2cc(=O)[nH]c(=O)[nH]2)cc1
-33	1	0	-2.6	-3	-5.1	-3	1	49	COC(=O)c1cc(-c2ccccc2)sc1N
-3	7	2	-0.4	19	-1.9	-6	-4	-1	CC(=Nc1ccccc1)C1=C(O)CC(C)(C)CC1=O
3	-2	8	-2.8	-3	-4.1	-18	14	4	COc1ccc(CCNC(=O)c2coc3ccccc3c2=O)cc1OC
-1	4	2	-5.2	-16	-0.8	0	8	17	CCOC(=O)Cc1csc(SCC(=O)Nc2cccc(C#N)c2)n1

Looked up above:
Reading of `COC(=O)c1cc(-c2ccccc2)sc1N` in NALP1 yeast inh: 1
Reading of `COc1ccc(CCNC(=O)c2coc3ccccc3c2=O)cc1OC` in pCIP destab: -3
Reading of `CC(C)Oc1ccc(-c2cc(=O)[nH]c(=O)[nH]2)cc1` in GPR7 antagonist: 2
Reading of `O=C1CSC(c2cccc([N+](=O)[O-])c2)N1Cc1ccccc1` (stereo not drawn) in VIM-2 inhibitor: 0.7

Quoted at random: 2 entries already listed.
PfM18AAP inh	IDE cell activ	IDE inh	IMP-1 inhibitor	pCIP destab	VIM-2 inhibitor	GPR7 antagonist	NALP1 yeast inh	PHOSPHO1 block	SMILES
-12	4	x	-3.3	5	0.7	-6	-11	-11	O=C1CSC(c2cccc([N+](=O)[O-])c2)N1Cc1ccccc1 (stereo not drawn)
1	2	2	-2.7	2	-2.4	2	26	-6	CC(C)Oc1ccc(-c2cc(=O)[nH]c(=O)[nH]2)cc1

The listing continues.
PfM18AAP inh	IDE cell activ	IDE inh	IMP-1 inhibitor	pCIP destab	VIM-2 inhibitor	GPR7 antagonist	NALP1 yeast inh	PHOSPHO1 block	SMILES
7	2	-3	-0.1	3	-1.4	-1	20	11	Cc1ccc(C(c2nnnn2CCc2ccccc2)N2CCSCC2)cc1 (stereo not drawn)
4	5	4	-2.6	-3	-1.1	-24	15	29	COc1ccc(Br)cc1/C=N/N1CCN(Cc2ccccc2Cl)CC1
14	2	0	-4.9	3	-0.7	-13	2	14	O=c1ccnc(Sc2ncccc2[N+](=O)[O-])[nH]1
-10	1	1	-5.8	-4	-3.7	-8	18	28	C=CCn1c(COC)nnc1SCC(=O)c1ccc(F)cc1
-14	4	1	-2.6	5	-0.1	5	-3	-8	CCOC(=O)Cc1cnc(NC(=O)CSc2nc3ncnc(N)c3[nH]2)s1
-9	6	-3	-1.2	10	-0.7	4	13	-5	Cc1nn(-c2nnc(NC3CCCCC3)nn2)c(C)c1Br
0	9	-5	-3.2	0	-4.1	-10	3	9	Cc1ccc(Oc2ncccc2/C=N/OCc2ccc(Cl)cc2Cl)cc1
0	4	2	1.8	-12	-1.0	14	35	4	COc1ccc(C(=O)Nc2cnn(Cc3ccc(Cl)cc3)c2)cc1OC
2	-6	8	-0.3	-6	-0.2	-17	-2	-8	CCNC(=S)Nc1nc2c(cc1C(=O)OCC)CCCC2
1	5	-6	-3.5	-4	-2.3	2	-9	-13	O=S(=O)(NCc1csc(-c2cccs2)n1)c1ccccc1
2	3	3	-3.0	0	-3.1	-10	-1	-4	O=C(CCc1ccccc1)NNC(=O)C1CCCCC1
1	-1	-8	-0.1	-1	-2.5	-4	27	-10	COc1ccc(C(=O)Oc2ccc3c(C)cc(=O)oc3c2C(C)=O)cc1
-13	5	1	-1.7	13	-0.5	-1	1	36	N#CCC(=O)Nc1ccc(C(=O)NCc2ccccn2)cc1
-22	3	0	0.1	-14	0.0	13	24	-28	COCCN(C(=O)C1CC1)c1nnc(-c2cccc(C)c2)s1
-4	-1	3	-3.2	0	-3.7	-4	16	-17	O=C1CN(c2nc(-c3ccccc3)c3ccccc3n2)c2ccccc2N1
-6	-6	3	-1.5	-8	-1.7	-11	1	18	CCOc1ccc(-c2c(=O)n(OCC)c3ccccc3[n+]2[O-])cc1
-11	-2	4	1.8	-38	2.0	24*	30	3	O=C(Nc1cccc(S(=O)(=O)Nc2ccc(Cl)cc2)c1)c1ccc(Cl)nc1
-2	5	-1	-0.7	-9	1.1	-1	20	16	CCOc1ccc(NC(=O)c2cccnc2C(=O)O)cc1
2	-3	1	-1.5	-3	-3.6	-5	1	42	CCOc1ccc(NC(=O)C(=O)NCCN2CCN(C(=O)c3ccc(C)cc3)CC2)cc1
6	1	3	-0.7	5	-2.1	-6	-1	18	CC(=O)n1nc2nc(C)cc(C)c2c1N
10	5	1	1.2	9	1.5	15	4	8	COc1ccccc1OCC(=O)NCc1cccs1
-7	0	2	-5.5	-1	-2.1	-9	-4	14	CC(C)C(NC(=O)C1CCCCC1)C(=O)NC1=NCCS1 (stereo not drawn)
18	-1	x	-3.7	2	7.7	-16	-5	-42	Oc1ccc(/C=N/n2c(-c3ccccc3)n[nH]c2=S)cc1Br
6	3	5	-1.7	-14	0.4	5	11	40	COc1ccc(C2CC(c3ccccc3)=NN2C(=O)CSc2ncn[nH]2)cc1 (stereo not drawn)

From PubChem
